Pemphigus Ab inh: inhibitors of pemphigus antibody binding to human desmoglein-3 | P32926 | DSG3-coupled beads, scFv-anti-DSG3-GFP binding, flow cytometry; hits give low values | binding (percent of control), % at 10 µM | 310,000 tested, 0.48% active | AID 588358;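 active = binding more than 3 SD below its plate's average and above zero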;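 note: hits lower antibody fragment binding to DSG3; some compounds called inactive have numbers as strong as hits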
MOR-DOR inv ag: mu-delta opioid heterodimer inverse agonism. P35372+P41143. cell-based MOR-DOR heterodimer luminescence. inhibition, % at 9.3 µM. 340,000 tested, 0.21% active. AID 504357; in the data active = inhibition above about 22%, passing the limit was not always enough;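 note: 0% = cells with DMSO and 100% = wells without cells with DMSO; values of inactives mirror those of a sister screen read the other way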
OPRM1-OPRD1 ag: OPRM1-OPRD1 heterodimerization agonism; P35372+P41143; cells, luminescence; activation, % at 9.3 µM; 340,000 tested, 0.3% active; AID 504326; in the data active = activation above about 18%;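 note: 0% = vehicle-treated cells and 100% = reference agonist; values of inactives mirror those of a sister screen read the other way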
HTR5A inv ctr: inverse agonist of human HTR5A in OPRM1-OPRD1 counter-screen; 340,000 tested, 0.083% active; HTR5A cell line, luminescence, inverse agonism; P47898; inhibition, % at 9.3 µM; in the data active = inhibition mostly above about 23%, no sharp cut-off; inactive = mostly below about 18%;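 note: 0% = cells with DMSO and 100% = no-cell wells with DMSO; some compounds called inactive have numbers as strong as hits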
Target sequence (P47898 whole entry, looked up): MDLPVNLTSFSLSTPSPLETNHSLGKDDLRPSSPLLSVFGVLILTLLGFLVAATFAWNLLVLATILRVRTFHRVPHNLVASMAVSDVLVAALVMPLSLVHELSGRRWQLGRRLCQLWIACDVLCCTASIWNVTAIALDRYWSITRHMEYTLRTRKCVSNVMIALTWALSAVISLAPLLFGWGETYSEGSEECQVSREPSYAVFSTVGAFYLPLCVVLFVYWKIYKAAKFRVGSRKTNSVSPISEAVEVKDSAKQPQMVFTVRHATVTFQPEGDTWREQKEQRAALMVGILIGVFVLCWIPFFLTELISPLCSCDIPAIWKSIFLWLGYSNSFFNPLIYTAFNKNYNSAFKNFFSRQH
SUMO Mot1 rescue: blocks SUMOylation pathway, rescuing yeast Mot1-301 growth. 320,000 tested, 1% active. AID 2716. S. cerevisiae Mot1-301 growth rescue, ATP luminescence, 38.5C; percent above DMSO median, 100 means doubled. growth rescue, % at 18.8 µM;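 active = every valid replicate shows activation above 250% relative to neutral control wells; inactive = the rest, any valid replicate at or below 250%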;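 note: OY570 slx delta 5 strain wells were the positive control but not used for scaling; some compounds called inactive have numbers as strong as hits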
phage Ecoli inh: E. coli growth loss with phage present; 360,000 tested, 0.26% active; growth absorbance; inhibition, % at 11.9 µM; in the data active = inhibition above about 11%
PfHsp90 set2: reduces growth (ATP signal) of yeast expressing P. falciparum Hsp90. AID 504621. inhibition, % at 9.4 µM. S. cerevisiae expressing PfHsp90, BacTiter-Glo ATP, 48 h; yeast lacking PDR1 and PDR3 efflux regulators. 310,000 tested, 0.32% active;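 active = every replicate shows inhibition above about 80%, whatever the replicate mean, limit read from the data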;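 note: 0% = DMSO neutral controls and 100% = 20 µM radicicol positive controls; yeast relying on Plasmodium falciparum Hsp90 in place of its own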
AddAB inh: less growth of phage-infected E. coli with AddAB; AID 435030; E. coli expressing H. pylori AddAB, absorbance growth; inhibition, % at 11.9 µM; 330,000 tested, 0.29% active; in the data active = inhibition above about 12%;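 note: 0% = vehicle wells of infected cells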
HTR5A ag ctr: activates human HTR5A in OPRM1-OPRD1 agonist counter-screen | 340,000 tested, 0.61% active | AID 504692 | activation, % at 9.3 µM | P47898 | HTR5A agonist assay, luminescence, cell-based; in the data active = activation mostly above about 9.5%, no sharp cut-off; inactive = mostly below about 7.6%;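 note: 0% = cells with vehicle only and 100% = reference agonist; strong numbers were not always called active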
PKA-R1A activ: activators of PKA-R1A complex | P00514+P68181 | PKA-R1A dissociation, Cy5-IP20 fluorescence polarization; scaled: DMSO 0%, 113 µM cGMP 100% | activation, % at 11.4 µM | 340,000 tested, 0.083% active | AID 504707;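 active = percent activation above the mean of all tested compounds plus 3 SD, cut at about 19% in these data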;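 note: higher means more PKAc released from R1A so a rise in polarization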
Ecoli viability: reduces bacterial viability in AddAB counter-screen | E. coli V3065 growth, OD600 absorbance, 18 h | inhibition, % at 11.9 µM | 330,000 tested, 0.27% active | AID 449728;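 active = inhibition above the campaign's mean inhibition across all tested compounds plus 3 SD, cut at about 9.9% in these data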;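 note: uninfected addAB+ strain grown without phage in ampicillin broth; 0% = DMSO wells and 100% = ciprofloxacin 0.95 µg/ml wells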
The depositor's hits bear a star; . = not tested or not shown.

smiles,Ecoli viability,Pemphigus Ab inh,PKA-R1A activ,HTR5A ag ctr,PfHsp90 set2,phage Ecoli inh,OPRM1-OPRD1 ag,HTR5A inv ctr,SUMO Mot1 rescue,MOR-DOR inv ag,AddAB inh
Clc1ccccc1Cc1noc(CN2CCSCC2)n1,1.3,109,-8,3,7,2.8,0.5,3,-3,-4,2.3
CO/N=C/NC(=O)NOCc1ncc(C(F)(F)F)cc1Cl,4.0,108,0,1,15,1.1,-2.3,-40,6,13,-1.1
O=C(/C=C/c1ccc(Cl)cc1)NCCN1CCOCC1,1.1,109,-2,8,33,2.8,-1.1,8,-5,7,1.9
COc1cc(OC)c(C(=O)NNC(=O)c2ccc(NS(=O)(=O)c3cccs3)cc2)cc1OC,.,111,-5,16,-5,2.6,-0.6,-44,.,2,.
CCCn1c2ccccc2c2cnn(CC(=O)NCCCOC)c(=O)c21,.,100,-5,-3,15,0.9,-0.5,11,7,2,.
COC(=O)/C=C1\SC(=NC(=O)c2ccc(-c3ccccc3)cc2)NC1=O,-1.0,.,-6,-3,-9,3.9,-4.0,13,21,19,1.9
COc1ccc(C(=O)NCc2nnc(SCC(=O)NO)n2Cc2ccccc2)cc1,-1.6,97,9,8,-12,2.6,-2.7,13,-3,14,4.9
O=C1/C(=C/c2ccccc2)CSc2sccc21,-2.1,.,6,-4,-24,0.9,-1.5,10,10,6,4.1
CCc1cc(C(=O)c2ccc(OC)cc2)c(NC(=O)CN2CCCCC2)s1,2.4,112,4,2,4,1.0,-1.6,-14,402,8,1.0
Cc1ccc(NC(=O)CSc2nnc(-c3n[nH]c4ccccc34)n2-c2ccccc2)c(C)c1,-1.5,.,-3,0,4,2.0,-1.7,-13,39,9,0.6
COc1ccccc1NS(=O)(=O)c1ccc(NC(=O)c2nc3nc(C)cc(C(F)F)n3n2)cc1,-2.0,99,9,1,-7,3.8,-1.4,-56,6,8,0.3
CC(OC(=O)Cn1cc(C(F)(F)F)ccc1=O)C(=O)N(C)c1ccccc1 (stereo not given),2.6,118,-1,-1,8,0.2,-1.5,3,-4,8,-0.9
O=c1cc(N2CCC3(CC2)OCCO3)[nH]c(=O)n1-c1ccc(Cl)cc1,4.0,99,12,-2,.,.,-3.4,-7,-13,17,2.5
O=C(Nc1nncs1)c1cc2c(s1)CCC2,1.5,100,-21,2,29,4.0,-1.1,5,131,6,2.9
O=C(Nc1ncnc2c1ncn2C1OC(COC(=O)c2ccccc2)C(F)C1O)c1ccccc1 (stereo not given),-1.4,102,3,-3,-23,1.4,-2.4,5,-7,14,2.5
O=C(NC(Cc1ccc(O)cc1)C(=O)O)/C(=C/c1ccccc1)NC(=O)c1ccccc1 (stereo not given),1.0,.,-2,3,18,2.5,-3.4,-8,1,18,5.9
Cc1cc(NC(=O)COc2ccc3oc4ccccc4c3c2)no1,0.2,110,-9,7,19,4.1,4.3,-21,19,-18,4.0
COc1ccc(Nc2nnc(-c3ccc(O)cc3)c3ccccc23)cc1C(N)=O,-0.1,99,-6,-1,-5,1.5,-2.1,21,265,11,-0.9
O=[N+]([O-])c1ccccc1OCCCCN1CCCCC1,-0.5,99,-18,1,28,1.6,-1.3,-25,1,7,2.1
CC(/C=N/NC(=O)c1cc(-c2ccc3ccccc3c2)n[nH]1)=C\c1ccco1,-1.1,96,-6,3,14,0.8,6.2,-9,124,-32,1.1
COc1ccc(OC)c(NC(=O)c2cccc(C)c2[N+](=O)[O-])c1,-0.8,98,-5,1,-24,2.8,0.5,-3,-12,-3,-0.7
CCOC(=O)N1CCN(S(=O)(=O)CCNC(=O)c2ccccc2)CC1,-1.3,104,1,4,.,1.2,-2.1,-11,10,13,0.2
COc1cccc(Nc2ccc(C(=O)O)cc2[N+](=O)[O-])c1,1.9,101,5,-4,2,3.9,-5.0,20,22,23,3.5
CC(CNC(=O)c1ccccc1[N+](=O)[O-])NC(=O)c1ccccc1[N+](=O)[O-] (stereo not given),-0.3,.,0,-1,4,3.7,-2.6,19,-7,13,1.7
COc1ccc(CNc2nc(Cl)c(C#N)s2)cc1,3.4,97,-2,5,-4,0.9,0.7,-18,44,-4,2.9

Random excerpt: seven records from the list, in no set order.
smiles,Ecoli viability,Pemphigus Ab inh,PKA-R1A activ,HTR5A ag ctr,PfHsp90 set2,phage Ecoli inh,OPRM1-OPRD1 ag,HTR5A inv ctr,SUMO Mot1 rescue,MOR-DOR inv ag,AddAB inh
COc1ccc(C(=O)NCc2nnc(SCC(=O)NO)n2Cc2ccccc2)cc1,-1.6,97,9,8,-12,2.6,-2.7,13,-3,14,4.9
CC(OC(=O)Cn1cc(C(F)(F)F)ccc1=O)C(=O)N(C)c1ccccc1 (stereo not given),2.6,118,-1,-1,8,0.2,-1.5,3,-4,8,-0.9
CO/N=C/NC(=O)NOCc1ncc(C(F)(F)F)cc1Cl,4.0,108,0,1,15,1.1,-2.3,-40,6,13,-1.1
O=C(/C=C/c1ccc(Cl)cc1)NCCN1CCOCC1,1.1,109,-2,8,33,2.8,-1.1,8,-5,7,1.9
COc1cccc(Nc2ccc(C(=O)O)cc2[N+](=O)[O-])c1,1.9,101,5,-4,2,3.9,-5.0,20,22,23,3.5
COc1ccc(CNc2nc(Cl)c(C#N)s2)cc1,3.4,97,-2,5,-4,0.9,0.7,-18,44,-4,2.9
CCCn1c2ccccc2c2cnn(CC(=O)NCCCOC)c(=O)c21,.,100,-5,-3,15,0.9,-0.5,11,7,2,.

Continued:
smiles,Ecoli viability,Pemphigus Ab inh,PKA-R1A activ,HTR5A ag ctr,PfHsp90 set2,phage Ecoli inh,OPRM1-OPRD1 ag,HTR5A inv ctr,SUMO Mot1 rescue,MOR-DOR inv ag,AddAB inh
Nc1nc2c(c(=O)[nH]1)C(c1cccc3ccccc13)C1=C(N2)c2ccccc2C1=O (stereo not given),.,41*,-15,2,-10,1.7,0.9,-4,.,-5,.
COc1cccc(/C=C/c2nc(S(=O)(=O)c3ccccc3)c(N(C)C)o2)c1,1.9,.,-3,1,-3,1.1,-1.9,-4,-7,10,0.7
CCN(CC)S(=O)(=O)c1cccc(-c2nnc(SCCCC(=O)c3ccccc3)o2)c1,-0.1,.,-3,1,.,2.0,1.0,-4,19,-5,-1.5
O=[N+]([O-])/C(=C\Nc1ccccc1)S(=O)(=O)c1ccccc1,3.4,105,0,4,-13,2.8,-1.5,-11,-1,8,3.5
CCOc1ccc(N(CC(=O)N/N=C/c2cc([N+](=O)[O-])ccc2Cl)S(C)(=O)=O)cc1,-1.1,.,-9,3,-20,1.8,-0.4,-7,7,2,0.6
O=C(Cc1c(F)cccc1Cl)Nc1ccc(S(=O)(=O)NCC2CCCO2)cc1 (stereo not given),-0.2,115,8,-4,17,4.3,-4.1,11,-3,21,0.9
COc1ccccc1-n1c(SCC(=O)Nc2ccc3c(c2)OCO3)nc2c(c1=O)SCC2,-2.9,.,9,-5,.,0.5,-0.7,13,70,4,0.4
Cc1ccn2c(C(=O)NNC(=O)Nc3ccc(Cl)cc3)c(C)nc2c1,.,98,14,5,4,1.1,-0.9,3,-1,7,.
Oc1ccccc1CN(Cc1ccco1)CC(O)COCc1ccc(Cl)cc1 (stereo not given),-1.0,102,-11,3,6,1.7,3.8,-10,-12,-22,2.9
COc1ccc(C(=O)Nc2ccccc2N2CCCC2)cc1,-0.5,98,4,-2,-5,0.9,-1.5,6,2,7,0.3
CCOC(=O)C1C(=O)OC(C)(C)C1C(C)C(=O)c1ccc(OC)cc1 (stereo not given),-1.4,99,-3,-1,.,-0.1,-1.7,23,-27,9,1.3
CSc1ccccc1C(=O)Nc1ccc(C)c(C)c1,-0.7,.,-5,3,4,2.3,0.8,-16,234,-4,2.1
c1ccc2c(c1)oc1c(N3CCN(Cc4ccc5c(c4)OCO5)CC3)ncnc12,.,104,3,6,-19,2.5,4.9,-10,.,-26,.
O=C(CN1CCCc2ccccc21)Nc1cc(S(=O)(=O)N2CCCC2)ccc1Cl,-2.5,107,-11,1,25,0.4,-0.2,-14,31,1,1.8
O=C(CSc1nc2nc3c(cc2c(=O)n1-c1ccccc1)CCCC3)Nc1cccc2ccccc12,-1.7,98,0,3,7,2.6,-1.4,-9,-6,9,-0.7
CCOC(=O)C1(CC2CC2)CCN(C(=O)c2cccnc2C)CC1,0.8,.,5,0,-3,0.3,0.3,4,2,-2,-1.9
CSCc1ccc(C(=O)N2CCC(CCC(=O)N(C)Cc3ccccc3)CC2)o1,-0.9,103,1,1,-26,2.6,-3.1,-10,4,17,-2.1
COC(=O)CNC(=O)CNC(=O)Nc1ccccc1,-1.8,99,3,-1,.,0.8,-0.5,3,4,2,-1.6
CC[C@]12c3[nH]c4ccccc4c3CCN1C(=O)C(CC(=O)NCC13CC4CC(CC(C4)C1)C3)C[C@@H]2C(=O)N1CCN(C(=O)C2CC2)CC1 (stereo not given in full),-3.4,99,15,6,2,1.4,-2.2,-21,2,10,-1.2
COC(=O)c1ccccc1NC(=O)CN(C1CCCCC1)S(C)(=O)=O,-3.2,.,-5,6,21,2.8,0.1,4,-10,0,-0.2
Cc1[nH]c(=S)[nH]c(=O)c1CCCO,1.0,100,2,0,-7,5.3,-1.4,0,-13,8,0.9
CC(C)C[C@H]1COCCS(=O)(=O)N1Cc1ccccc1F,-1.0,104,-2,7,.,1.8,-1.9,6,-7,10,3.0
CN(C)CCC(=O)c1ccc(F)cc1,-1.6,101,6,11,-10,2.8,-1.7,-31,11,9,-2.7

Screening data: PubChem, several laboratories
